TDP2 inh – human TDP2 enzyme inhibitors, primary screen, biochemical, epi absorbance, recombinant enzyme | T5PNP hydrolysis, p-nitrophenol absorbance 415 nm | inhibition, % at 12.8 µM | 370,000 compounds, 0.34% hits | Tyrosyl-DNA phosphodiesterase 2 (Homo sapiens), O95551;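 active = inhibition above the mean of all tested compounds plus 3 SD, set per campaign, cut at about 25% in these data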;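 also: 0% = DMSO with enzyme and 100% = buffer with substrate but no TDP2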
Target sequence (O95551 whole entry, looked up): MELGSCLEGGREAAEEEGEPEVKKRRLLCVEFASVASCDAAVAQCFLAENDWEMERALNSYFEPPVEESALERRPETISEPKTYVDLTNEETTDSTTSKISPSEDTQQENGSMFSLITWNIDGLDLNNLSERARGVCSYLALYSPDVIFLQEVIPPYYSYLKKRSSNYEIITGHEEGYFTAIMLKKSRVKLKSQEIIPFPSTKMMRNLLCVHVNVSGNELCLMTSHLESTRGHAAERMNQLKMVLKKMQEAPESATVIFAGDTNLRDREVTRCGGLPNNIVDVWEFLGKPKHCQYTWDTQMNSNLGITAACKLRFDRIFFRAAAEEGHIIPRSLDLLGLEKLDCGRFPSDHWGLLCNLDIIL
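test system = human TDP2 enzyme | input = TDP2 enzyme at 120 nM final | medium = 50 mM Tris-HCl pH 7.5 with Mg2+, KCl, DTT, BSA | also added = T5PNP substrate, 5 mM | times = 2 h at 37 °C | technique = epi absorbance | benchmarks = high control without enzyme, low control DMSO plus TDP2 | replication = each compound tested once, singlicate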
proKLK7 act – proKLK7 zymogen activators, primary screen, biochemical, fluorescence intensity; purified proKLK7, EDANS-DABCYL substrate fluorescence; 100% is mature enzyme control, 0% vehicle; activation, % at 7 µM; Kallikrein-7 (Homo sapiens), P49862; 370,000 compounds, 0.9% hits;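 active = activation above the mean of all tested compounds plus 3 SD, computed per campaign excluding outliers beyond control limits, cut at about 13% in these data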
LEDGF integ inh – blockers of LEDGF/p75-dependent integrase strand transfer – biochemical, TR-FRET, high throughput, primary screen | inhibition, % at 3.7 µM | TR-FRET IN-LEDGF/p75 DNA integration, Eu/Cy5 | 370,000 compounds, 0.64% hits | HIV-1 integrase (with human LEDGF/p75);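 active = inhibition above the screen-wide mean plus 3 SD, cut at about 13% in these data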;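 also: signal is the Cy5 over europium emission ratio at 671 and 618 nm; 0% = plate median of compound wells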
UHRF1 binding – UHRF1 methylated DNA binding inhibitors, primary screen, counter-screen for MBD2 inhibitor project, biochemical, TR-FRET, human UHRF1, single concentration | UHRF1 binding to methylated oligo | E3 ubiquitin-protein ligase UHRF1 (Homo sapiens), Q96T88 | 370,000 compounds, 0.75% hits | inhibition, % at 4.4 µM; in the data active = inhibition above about 21%;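 also: UHRF1 SRA domain binding a hemimethylated CpG hairpin DNA probe; 0% = median of test compound wells and 100% = reference inhibitor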
SIAE inh – human SIAE inhibitors, primary screen, biochemical, fluorescence polarization, FP-Rh probe, 1536-well HTS. Sialate O-acetylesterase (Homo sapiens), Q9HAT2. SIAE FP-Rh probe binding. inhibition, % at 9.66 µM. 370,000 compounds, 0.69% hits. AID 1053197, 2014;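 active = inhibition above a cutoff: mean of compounds within the control limits plus 3 SD of those, cut at about 17% in these data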;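 also: 0% = plate median of compound wells and 100% = probe without SIAE protein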
Tn6 DDE FP – inhibitors of Tn6 peptide binding to fibrin DD(E), primary screen, biochemical, fluorescence polarization, human fibrin, Tn6 probe | Fibrin DD(E) TRITC-Tn6 fluorescence polarization displacement | inhibition, % at 8.3 µM | 370,000 compounds, 0.21% hits | AID 720509, 2013;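 active = inhibition above a per-campaign cutoff: mean of compounds within control limits plus 3 SD, cut at about 15% in these data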;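 also: 0% = median of all compound wells on the plate and 100% = blocking peptide control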
PRMT1 inh – PRMT1 methyltransferase inhibitors, primary screen, biochemical, fluorescence polarization; inhibition, % at 2.79 µM; 370,000 compounds, 1.3% hits; recombinant PRMT1, activity-based probe fluorescence polarization; Protein arginine N-methyltransferase 1 (Homo sapiens), Q99873;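 active = inhibition above about 21% made by adding two undisclosed values, limit read from the data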
TCR CD3 inh – inhibitors of human TCR-CD3 interaction, primary screen, biochemical, fluorescence, TAMRA-labeled TCR probe | 360,000 compounds, 0.37% hits | inhibition, % at 9.4 µM | T-cell receptor (TCR); in the data active = inhibition above about 19%;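 also: recombinant mutant TCR 2C K166C tagged with TAMRA read by polarization; 0% = receptor in buffer alone and 100% = receptor with positive control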
Tn7 DDE FP – inhibitors of Tn7 peptide binding to fibrin DD(E), primary screen, biochemical, fluorescence polarization, human fibrin, Tn7 probe | FP displacement of FITC-Tn7 peptide from fibrin DD(E); 0% = median of compound wells per plate | inhibition, % at 8.3 µM | 370,000 compounds, 0.13% hits;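 active = inhibition above the mean of compounds falling within the control limits plus 3 SD of them, cut at about 14% in these data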;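 also: 0% = plate median of compound wells and 100% = 10 µM Aha-Tn7 peptide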
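Assay system: Human fibrin DD(E) protein | Medium: Tris buffer with calcium and detergent, pH 7.8 | Reagent: 0.1 µM fluorescent Tn7 | Compound dosing: Single point at 8.3 µM | Times: 10 min preincubation, 3 h with tracer, room temperature | Detection: Fluorescence polarization of the labelled Tn7 tracer | Controls: Aha-Tn7 high control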
MBD2 DNA inh – inhibitors of MBD2 binding to methylated DNA, primary screen, biochemical, TR-FRET, DNA-binding domain, human; Methyl-CpG-binding domain protein 2 (Homo sapiens), Q9UBB5; 370,000 compounds, 0.31% hits; inhibition, % at 4.4 µM; MBD2 binding to methylated oligonucleotide; in the data active = inhibition above about 13%
Target sequence (Q9UBB5 whole entry, looked up, the tested form may be a part): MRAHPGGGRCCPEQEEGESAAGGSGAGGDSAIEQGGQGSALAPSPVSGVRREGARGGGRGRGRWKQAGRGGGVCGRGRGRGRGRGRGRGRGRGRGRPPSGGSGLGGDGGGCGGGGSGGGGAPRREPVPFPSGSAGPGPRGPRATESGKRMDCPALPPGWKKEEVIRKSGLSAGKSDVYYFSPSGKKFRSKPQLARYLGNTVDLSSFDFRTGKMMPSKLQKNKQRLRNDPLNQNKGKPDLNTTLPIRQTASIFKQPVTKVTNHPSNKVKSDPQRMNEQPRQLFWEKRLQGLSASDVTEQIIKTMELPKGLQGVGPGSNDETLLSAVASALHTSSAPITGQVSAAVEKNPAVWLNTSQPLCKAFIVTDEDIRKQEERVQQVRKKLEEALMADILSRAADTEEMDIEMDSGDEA
An asterisk follows results filed as active; · = not tested or not shown.

Compound	UHRF1 binding	LEDGF integ inh	MBD2 DNA inh	TDP2 inh	TCR CD3 inh	SIAE inh	PRMT1 inh	Tn6 DDE FP	Tn7 DDE FP	proKLK7 act
O=c1cc(-c2ccc(O)cc2)oc2c(-c3c(O)cc(O)c4c(=O)cc(-c5ccc(O)cc5)oc34)c(O)cc(O)c12	0	1	1	-4	12	-24	0	-9	9	0.6
Cc1ccccc1OCC(=O)Nc1cccc(C(=O)O)c1	1	-2	1	7	2	-6	3	-2	4	-0.5
O=Cc1ccc(N2CCCC2)c(F)c1	-1	1	2	-6	6	0	0	-6	-4	-0.6
CCCCN(C(=O)CSc1nc2ccccc2n1CC)C1CCS(=O)(=O)C1 (configuration not stated)	3	-4	3	7	1	2	3	1	4	-0.2
Cc1ccccc1-c1noc(CCC(=O)NC2CCCCC2)n1	-2	0	1	5	6	1	0	5	-3	-0.5
C[C@H](CO)N1C[C@H](C)[C@@H](CN(C)C(=O)Nc2ccc3c(c2)OCCO3)OCc2cnnn2CCCC1=O	-2	6	3	4	6	7	-2	0	-6	0.1
CC(C)[C@H](NC(=O)N1CCn2c1nc1ccccc12)C(=O)NCc1ccco1	-4	-4	-4	-1	3	-2	-3	4	4	0.2
CC1CCCCN1C(=O)Cc1ccc(Cl)cc1 (configuration not stated)	2	-1	5	-7	-8	-4	1	-5	-1	0.4
O=C(/C=C\N1CCOCC1)c1ccc(Br)cc1	4	10	4	-16	-5	-4	0	-5	3	0.0
CC(C)Oc1ccc(CNCC2(O)CCOC(C)(C)C2)cc1 (configuration not stated)	0	-2	0	-2	1	-1	2	1	4	-0.3
CCOC(=O)c1c(C)[nH]c(C(=O)OCC(=O)NC2CCS(=O)(=O)C2)c1C (configuration not stated)	2	-4	2	-22	-1	2	-1	-1	-6	0.3
COc1ccc(C(=O)NC(=S)SCC(=O)O)cc1	-3	-1	5	-5	11	8	2	3	-4	0.5
Brc1ccc(CSc2nccn2-c2ccccc2)cc1	6	-2	3	-16	-1	-4	2	1	-4	0.0
Cn1c(NC(=O)c2cccs2)c(-c2cccs2)c(=O)c2ccccc21	-2	-4	2	11	0	6	-1	5	-5	1.0
COc1cccc(-n2nnc3c(=O)n(Cc4c(F)cccc4Cl)cnc32)c1	-1	3	-4	5	-3	1	1	-4	4	-0.6
Cc1ccc([N+](=O)[O-])cc1N	-1	-1	-1	-10	7	-1	-3	2	2	-1.6
Cc1ccc(C(=O)NC2CCN(CCCC(=O)c3ccc(F)cc3)CC2)cc1	0	-1	4	-7	-2	-1	-3	-6	5	-0.5
O=C(Nc1ccc(SC(F)F)cc1)c1ccc2nccnc2c1	-3	2	3	9	5	-12	16	0	-3	0.2
O=C(N/C=C/n1cnc2cc(C(F)(F)F)ccc21)c1ccc(F)cc1	6	0	-1	6	-6	5	0	-3	-1	0.3
COC(=O)CSc1nc2sc3c(c2c(=O)n1-c1ccc(OC)cc1)CCN(C)C3	4	-2	4	1	1	0	2	-3	-1	-1.3
CC(NC(=O)c1cc(S(=O)(=O)N(C)C)ccc1Cl)C1CC2CCC1C2 (configuration not stated)	0	-2	-4	-8	2	-3	0	6	4	-0.3
CC(=O)c1ccc(OCc2ccccc2)c(C)c1O	-1	0	-1	-5	7	-4	-3	9	6	-0.2
Cc1ccccc1NC(=S)N1CCCC(c2nc3ccccc3[nH]2)C1 (configuration not stated)	9	-1	1	5	-2	7	2	-4	4	0.3
Cc1ccc(NC(=O)Nc2cccs2)cc1	1	-1	-9	6	3	8	0	-7	3	-0.6
CCCn1c(CC)nc([N+](=O)[O-])c1Sc1ncn[nH]1	2	-4	4	-3	1	-1	3	1	-5	0.1

More structures follow:
Compound	UHRF1 binding	LEDGF integ inh	MBD2 DNA inh	TDP2 inh	TCR CD3 inh	SIAE inh	PRMT1 inh	Tn6 DDE FP	Tn7 DDE FP	proKLK7 act
CCOC(=O)C1CCN(C(=O)C(C)(C)NC(=O)Nc2ccc(N(C)C)cc2)CC1	-3	-4	-3	-1	·	2	6	2	2	·
Cc1cc(C)cc(N(C(C)C(=O)NC2CCCC2)S(C)(=O)=O)c1 (configuration not stated)	-1	2	-4	1	4	-2	0	6	-4	-0.2
CC1CC(C)CN(S(=O)(=O)N2CCCC(C(=O)NC(C)c3ccccc3)C2)C1 (configuration not stated)	3	-5	4	-14	-2	1	5	3	10	0.1
C/C(=N\NC(=S)NCCc1ccccc1)c1ccc(C#N)cc1	2	0	-2	-12	-5	-2	0	5	1	-0.3
COC(=O)C1=C(C)N(Cc2ccc(C(F)(F)F)cc2)C(=NCc2ccccc2)NC1c1cccc(F)c1 (configuration not stated)	6	-2	1	-9	-1	9	-4	1	3	0.3
CCCOc1ccccc1C1CC(=O)Nc2cc3c(cc21)OCO3 (configuration not stated)	-1	1	0	2	4	-3	-4	2	8	0.5
O=C(O)c1cccc(N2C(=O)/C(=C/c3ccc(SCc4ccc(Cl)cc4)o3)SC2=S)c1	89*	60*	40*	17	20*	-5	57*	-8	2	-0.3
CCSc1nc2ccccc2n1C(=O)/C=C/c1ccc(OC)c(OC)c1	-2	2	2	14	-4	-3	-2	-1	-2	-0.6
O=C(CSc1nnc(SCc2ccc(Cl)cc2)s1)N1CCN(C(=O)c2ccco2)CC1	4	0	3	-6	-3	1	2	-4	2	0.1
COc1cc(OC)cc(-c2c(C#Cc3ccsc3)c3cc(-c4cccc5[nH]cc(C=O)c45)ccc3n2C)c1	2	-1	2	-3	-4	-12	1	0	5	-12
Cc1cc(C)c(S(=O)(=O)N2CCC(C(=O)NCc3ccncc3)CC2)c(C)c1	-1	-2	-1	-7	6	0	-1	1	2	-0.5
CC(C)S(=O)(=O)N1CCCC(c2cc(C(=O)NCc3cccnc3)no2)C1 (configuration not stated)	0	1	-6	-9	-2	10	3	3	7	0.0
Cc1ccc(NC(=O)N/C=C/c2ccco2)cc1C	8	9	-1	8	-1	4	8	-6	8	-0.3
C/C(=N\NC(=O)C(C)Sc1ccccc1)c1ccc([N+](=O)[O-])cc1 (configuration not stated)	0	-1	3	2	-12	0	3	-1	6	0.4
CCOc1ccc(-n2c(C)cc(/C=N\NC(=O)CC(=O)NC3CCCCC3)c2C)cc1	-3	-1	-6	-2	11	4	-2	-13	-3	-0.5
CC(C)Cc1ccc(C(C)C(N)=Nc2ccc(O)cc2)cc1 (configuration not stated)	4	-3	-3	-3	14	6	0	1	9	-0.6
CCC1CCCCN1CC(=O)Nc1cc(OC)c(OC)cc1C#N (configuration not stated)	-1	-3	-2	-5	3	8	0	2	5	0.2
Cc1cccc(NC(=O)CNC(=O)CN2C(=O)NC3(CCCc4ccccc43)C2=O)c1C (configuration not stated)	-1	-4	-1	12	-3	8	1	-1	4	0.7
CC1CCCCC1NC(=O)c1ccc(NC2=NC3CS(=O)(=O)CC3S2)cc1 (configuration not stated)	2	3	3	-20	10	-13	0	1	5	0.7
O=C(NCc1cccnc1)c1cccc2c1C(=O)N(Cc1cccnc1)C2	-2	1	2	4	2	11	2	7	4	0.7
Cn1c(=O)c2c(nc(NCc3ccc4c(c3)OCO4)n2Cc2ccccc2F)n(C)c1=O	-1	0	-6	10	2	3	-3	8	7	0.1
O=C(Cn1cc(C(F)(F)F)ccc1=O)N1CCCc2ccccc21	0	-2	-1	5	-2	2	1	-4	-2	0.2
CCCC1(C(=O)OCC)NC(c2ccc(O)cc2)C2C(=O)N(c3cccc(C(C)=O)c3)C(=O)C21 (configuration not stated)	-2	0	0	-6	-2	4	-3	-1	-4	0.2
CCOC(=O)C(CC)/C(C)=N\NC(=O)CCC(=O)Nc1ccc(Cl)cc1Cl (configuration not stated)	-2	4	2	3	6	11	-3	5	-3	0.1

Only PRMT1 inh, TDP2 inh and SIAE inh (4 entries from above):
smiles	PRMT1 inh	TDP2 inh	SIAE inh
Cc1ccc(NC(=O)N/C=C/c2ccco2)cc1C	8	8	4
CCSc1nc2ccccc2n1C(=O)/C=C/c1ccc(OC)c(OC)c1	-2	14	-3
COc1cc(OC)cc(-c2c(C#Cc3ccsc3)c3cc(-c4cccc5[nH]cc(C=O)c45)ccc3n2C)c1	1	-3	-12
CCOc1ccc(-n2c(C)cc(/C=N\NC(=O)CC(=O)NC3CCCCC3)c2C)cc1	-2	-2	4

High-throughput results from PubChem BioAssay.
